Bioassay records as filed in PubChem.
Rtt109 HAT inh – inhibitors of C. albicans Rtt109/Vps75 HAT, primary screen, biochemical, ThioGlo CoA-SH fluorescence, plate reader. inhibition, % at 34.9 µM. purified Rtt109/Vps75, 4 h. hit rate 0.16% among 330,000. Histone acetyltransferase RTT109 (Candida albicans (strain SC5314 / ATCC MYA-2876)), …;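 active = inhibition of at least 50% in every replicate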
Target sequence (Q5AAJ8 whole entry, looked up): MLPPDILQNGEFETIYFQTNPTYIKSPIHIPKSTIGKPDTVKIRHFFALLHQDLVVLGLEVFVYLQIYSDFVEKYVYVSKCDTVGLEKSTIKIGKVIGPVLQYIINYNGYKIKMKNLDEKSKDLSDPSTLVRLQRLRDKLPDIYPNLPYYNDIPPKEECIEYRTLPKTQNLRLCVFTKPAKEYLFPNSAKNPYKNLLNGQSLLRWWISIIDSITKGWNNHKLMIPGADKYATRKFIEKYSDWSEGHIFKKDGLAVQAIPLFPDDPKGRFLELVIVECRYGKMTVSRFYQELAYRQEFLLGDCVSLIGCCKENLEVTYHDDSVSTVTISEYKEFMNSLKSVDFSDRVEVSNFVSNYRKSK
E coli growth – E. coli V3065 growth inhibition, primary screen, counter-screen for AddAB inhibitor project, absorbance, OD600; hit rate 0.27% among 330,000; 18 h; inhibition, % at 11.9 µM;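 active = inhibition above the campaign's mean inhibition across all tested compounds plus 3 SD, cut at about 9.9% in these data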;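 also: uninfected addAB+ strain grown without phage in ampicillin broth; 0% = DMSO wells and 100% = ciprofloxacin 0.95 µg/ml wells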
AddAB inh – growth inhibition of E. coli expressing H. pylori AddAB, primary screen, AddAB inhibitor project, absorbance; AID 435030, 2010; hit rate 0.29% among 330,000; inhibition, % at 11.9 µM; in the data active = inhibition above about 12%;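 also: 0% = vehicle wells of infected cells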
PfHsp90 yeast 2 – growth inhibition of PfHsp90-expressing yeast, primary screen, antimalarial PfHsp90 inhibitor project, S. cerevisiae, BacTiter-Glo luminescence, single point, set 2 | BacTiter-Glo ATP, 48 h; yeast lacking PDR1 and PDR3 efflux regulators | inhibition, % at 9.4 µM | hit rate 0.32% among 310,000;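 active = every replicate shows inhibition above about 80%, whatever the replicate mean, limit read from the data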;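 also: 0% = DMSO neutral controls and 100% = 20 µM radicicol positive controls; yeast relying on Plasmodium falciparum Hsp90 in place of its own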
PvdQ inh – P. aeruginosa PvdQ acylase inhibitors, primary screen, biochemical, fluorescence, plate reader and imaging, single point; purified PvdQ acylase; inhibition, % at 10 µM; hit rate 0.063% among 340,000; PvdQ acylase [Pseudomonas aeruginosa LESB58]; in the data active = inhibition above about 30%, passing the limit was not always enough;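 also: 0% = vehicle neutral wells and 100% = reference inhibitor wells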
DAGLB inhibitor – DAGLB lipase inhibitors, primary screen, biochemical, fluorescence, HTS; hit rate 0.059% among 340,000; inhibition, % at 5.17 µM; AID 504411, 2011; HEK293T DAGLB membrane lysate, EnzChek fluorogenic substrate; in the data active = inhibition above about 34%;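 also: 0% = enzyme with vehicle and 100% = wells lacking enzyme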
Target sequence (Q8NCG7 whole entry, looked up): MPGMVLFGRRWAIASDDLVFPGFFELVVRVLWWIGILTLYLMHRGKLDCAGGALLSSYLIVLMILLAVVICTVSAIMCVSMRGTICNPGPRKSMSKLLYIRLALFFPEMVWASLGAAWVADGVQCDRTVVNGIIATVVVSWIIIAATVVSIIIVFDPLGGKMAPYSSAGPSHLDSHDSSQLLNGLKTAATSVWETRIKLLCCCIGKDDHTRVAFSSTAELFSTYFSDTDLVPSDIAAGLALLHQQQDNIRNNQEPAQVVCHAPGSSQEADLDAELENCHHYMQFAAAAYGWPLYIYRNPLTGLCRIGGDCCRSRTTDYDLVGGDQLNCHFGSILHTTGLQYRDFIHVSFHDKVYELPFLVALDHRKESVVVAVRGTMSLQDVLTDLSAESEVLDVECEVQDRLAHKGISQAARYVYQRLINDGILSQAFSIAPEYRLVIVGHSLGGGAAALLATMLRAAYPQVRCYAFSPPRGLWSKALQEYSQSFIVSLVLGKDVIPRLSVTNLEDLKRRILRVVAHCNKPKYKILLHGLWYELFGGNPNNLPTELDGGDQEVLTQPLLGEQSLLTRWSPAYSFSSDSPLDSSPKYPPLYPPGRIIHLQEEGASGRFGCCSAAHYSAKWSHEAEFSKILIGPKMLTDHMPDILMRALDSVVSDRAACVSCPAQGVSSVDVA
Wnt bcat act – Wnt/beta-catenin pathway activators, primary screen, cell-based, plate reader, single point; Wnt/beta-catenin reporter cell assay, activator; activation, % at 9.35 µM; hit rate 1.2% among 300,000; in the data active = activation above about 30%, passing the limit was not always enough;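 also: 0% = neutral control wells and 100% = positive control wells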
Tat export inh – E. coli Tat export inhibitors, primary screen, MC4100, TorA-mCherry reporter, fluorescence, single point. inhibition, % at 10 µM. AID 488895, 2010. hit rate 0.036% among 340,000;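 active = mean replicate inhibition at least 50% and at least half of replicates individually reaching 50%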;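 also: exported cargo escapes ClpAP degradation while cytoplasmic cargo is degraded and loses fluorescence; 0% = median of neutral control wells and 100% = median of NaSCN control wells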
phage Ecoli inh – growth loss of phage-infected E. coli, primary screen, RecBCD inhibitor project, absorbance, with phage, HTS | inhibition, % at 11.9 µM | hit rate 0.26% among 360,000 | AID 651602, 2012; in the data active = inhibition above about 11%
CAL PDZ FP – CAL PDZ peptide-binding inhibitors, primary screen, biochemical, fluorescence polarization, Cer-tagged CAL PDZ, HTS. AID 504414, 2011. inhibition, % at 20 µM. hit rate 0.02% among 330,000. Golgi-associated PDZ and coiled-coil motif-containing protein (Homo sapiens), Q9HD26. purified CAL PDZ, TMR-peptide fluorescence polarization, 1 h;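 active = highest replicate inhibition of at least 40%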;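 also: plate controls were DMSO neutral control wells for no effect and unlabeled competitor peptide control wells for full effect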
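Material – purified CerCALP PDZ construct · Detection – FP readout, S and P plane fluorescence · Measure – percent inhibition from loss of millipolarization · Controls – unlabelled peptide for full inhibition, DMSO wells as neutral · Probe or stimulus – TMR-labelled reporter peptide T*-PRC34 bound in PDZ groove · Times – 1 h at RT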
Active calls of the source: *; · = not tested or not shown.

cpd	canonical_smiles	Rtt109 HAT inh	E coli growth	AddAB inh	PfHsp90 yeast 2	PvdQ inh	DAGLB inhibitor	Wnt bcat act	Tat export inh	phage Ecoli inh	CAL PDZ FP
1	CC(C)(C)C(=O)Nc1sc2c(c1C(=O)Nc1ccccn1)CCCC2	1	0.1	2.2	-14	-10	5	-1	4	1.9	-12
2	COc1ccc(NC(=O)/C(C#N)=C/c2cccnc2)c(OC)c1	9	·	·	29	3	0	-1	-11	1.2	-0.5
3	O=C(COc1ccc(-n2cnnn2)cc1)Nc1ccc(Br)cc1F	1	0.7	0.2	-6	-1	1	5	-1	2.5	1.7
4	O=C(Nc1ccc(F)c(Cl)c1)C1CCCN(c2cnccn2)C1 (configuration not stated)	-3	0.5	2.5	20	-7	2	-2	0	1.9	-3.3
5	Cc1cc(CN2CCCC(CNC(=O)c3ccc(F)cc3)C2)cc(C)c1O (configuration not stated)	-6	0.7	3.0	21	9	0	-2	-6	1.8	-0.5
6	CC1Sc2ccc(S(=O)(=O)CCC(=O)N3CCCCC3)cc2NC1=O (configuration not stated)	3	-0.8	1.7	-81	-14	1	-2	-3	6.1	-0.1
7	CCN1CCN(C(=O)/C(=C/c2cccs2)NC(=O)c2ccc(C)c(C)c2)CC1	25	0.8	0.8	11	5	-3	0	-3	-2.0	-2.3
8	O=C(O)C1CCN(c2ccc(Cl)nn2)CC1	3	0.3	1.9	7	-5	1	0	-3	5.9	-2.0
9	C=CCOc1cccc(C2C(C(=O)c3cccs3)=C(O)C(=O)N2Cc2cccnc2)c1 (configuration not stated)	1	-2.2	2.1	7	-8	1	-2	-2	-0.1	-0.5
10	Cc1ccccc1-n1c(C)c(C#N)c(=O)c(-[n+]2ccccc2)c1[S-]	2	0.2	-1.4	-23	-15	-1	2	2	3.5	30
11	C=CCOC(=O)C1=C(C)NC(C)=C(C(=O)OCC=C)C1c1ccco1	-21	3.1	4.0	7	-16	-3	1	5	-0.9	-1.1
12	CN(C)C=Nc1ncc2c([nH]c3ccccc32)c1C#N	23	0.1	1.3	-2	-14	-3	·	0	5.2	-0.4

cpd	canonical_smiles	Rtt109 HAT inh	E coli growth	AddAB inh	PfHsp90 yeast 2	PvdQ inh	DAGLB inhibitor	Wnt bcat act	Tat export inh	phage Ecoli inh	CAL PDZ FP
13	Cc1c(C(=O)Nc2ccccc2)csc1-c1ccccc1	9	1.4	4.7	-11	6	-6	59*	-1	0.0	-0.6
14	Cc1ccc(-c2n[nH]c(=S)n2/N=C/c2cccn2C)cc1	16	-1.4	1.9	11	4	0	·	14	2.8	0.6
15	Cc1cc(NCCN2CCOCC2)n2c(nc3ccccc32)c1C#N	-153	-2.8	2.1	9	-7	1	0	-10	0.2	-0.1
16	CCN1C=C(Cc2cccs2)C2=C(C1)C(c1cccs1)C(C#N)=C(N)O2 (configuration not stated)	24	1.7	2.5	-9	-11	2	·	-1	1.6	-2.1
17	CCN(CC)CCC(c1ccc2c(c1)OCO2)c1c(OC)cc(OC)c2ccc(=O)oc12 (configuration not stated)	2	-1.2	2.1	10	-12	4	-1	2	0.7	-2.4
18	O=C(Nc1ccccc1)C1=C(O)CC(c2ccco2)CC1=Nc1ccccc1 (configuration not stated)	-5	2.0	4.1	-13	-14	1	·	9	3.2	-0.5
19	CC(=O)Nc1ccc(S(=O)(=O)N2CCC(C(=O)NCCC(=O)Nc3nccs3)CC2)cc1	9	-1.1	0.2	0	5	-1	-1	1	2.2	-2.5
20	O=C(NCc1ccc2c(c1)OCO2)c1ccc(S(=O)(=O)N2CCOCC2)cc1	-9	-0.2	4.0	-12	-6	·	-1	2	2.3	0.4
21	COc1ccc(-n2c(=O)[nH]c3c(C(N)=O)nc(C4CCCCC4)nc32)cc1	3	-0.3	0.5	-5	-10	-2	-3	9	3.8	-5.2
22	CC(NC(=O)C1CCN(S(=O)(=O)N2CCC3(CC2)OCCO3)CC1)c1ccccc1 (configuration not stated)	2	-1.7	-0.4	-14	6	1	0	4	5.0	-4.6
23	CCOc1ccc(NCCC#N)cc1	4	-3.5	0.2	1	10	2	-2	1	3.5	-1.0
24	CCO[C@@H]1OC(C(=O)NCc2nc3ccccc3[nH]2)=C[C@H](c2cn(C(C)=O)c3ccccc23)[C@H]1CCCO	0	0.7	2.1	1	-12	2	-4	20	2.6	0.4

cpd	canonical_smiles	Rtt109 HAT inh	E coli growth	AddAB inh	PfHsp90 yeast 2	PvdQ inh	DAGLB inhibitor	Wnt bcat act	Tat export inh	phage Ecoli inh	CAL PDZ FP
25	C=CCSc1nc2ccccc2n1S(=O)(=O)c1ccc(Cl)cc1	24	2.2	3.9	22	7	-3	1	-7	4.7	-1.3
26	NC(=S)NCc1cccnc1	·	-1.8	0.0	-3	5	1	-6	3	2.7	-1.8
27	CC(=O)Oc1c(/C=C(\C#N)C(N)=O)[nH]c2ccccc12	9	·	·	-21	-14	-2	-1	-3	4.9	-3.1
28	O=C(COc1ccc(-n2cnnn2)cc1)Nc1ccc(F)cc1	-3	0.2	0.0	-17	-7	2	2	-4	1.2	0.6
29	O=C(CSc1ncnc2ccccc12)Nc1cc(S(=O)(=O)N2CCCCC2)ccc1Cl	0	-1.3	0.7	-40	-10	-1	·	2	0.9	-0.6
30	Cc1occc1C(=O)N1CCN(C(c2ccccc2)c2ccccc2)CC1	6	2.0	2.8	-13	-14	-3	·	9	1.8	0.9
31	CCCCN1CN(Cc2ccco2)CNC1=S	-4	-2.1	-2.3	0	-6	-1	0	-3	1.7	0.1
32	O=C(O)C1NCCc2ccccc21 (configuration not stated)	·	-1.4	-0.1	-17	-10	-3	·	2	-2.4	-1.9
33	COC(=O)CCCC1=CC2=CC(=O)C(C)(OC(=O)c3cccs3)C(=O)C2=CN1c1ccc(OC)cc1 (configuration not stated)	-7	0.5	3.0	-2	-2	8	-5	-6	2.7	-0.1
34	CCN(CC)c1ccc(C=C2C(=O)OC3(CCCC3)OC2=O)cc1	-1	1.2	5.5	15	0	0	-5	-3	0.4	-2.2
35	CCN(c1ccccc1)S(=O)(=O)c1ccc(OC)c(NS(=O)(=O)c2cccs2)c1	-2	-0.9	0.7	14	-3	0	1	3	-1.3	-1.2
36	CCOC(=O)c1ccc(S(=O)(=O)NNC(=O)c2ccc3c(c2)nc(C)n3CC)cc1	4	-0.8	5.1	2	-6	0	-1	2	3.0	0.0

cpd	canonical_smiles	Rtt109 HAT inh	E coli growth	AddAB inh	PfHsp90 yeast 2	PvdQ inh	DAGLB inhibitor	Wnt bcat act	Tat export inh	phage Ecoli inh	CAL PDZ FP
37	COc1ccc(S(=O)(=O)Nc2nc(C(F)(F)F)cs2)cc1	-5	1.3	4.1	3	11	5	·	11	2.7	-1.0
38	CC(C)[C@@H]1NC(=O)N(c2ccc(Oc3ccccc3)cc2)C1=O	-2	0.6	3.7	21	-7	-2	1	-12	4.3	·
39	COC(CNC(=O)CN1CCN(Cc2ccc(F)cc2Cl)C1=O)OC	3	-0.3	1.5	6	-22	4	3	0	2.0	-0.6
40	COc1ccccc1NC1=C(N2CCCCC2)C(=O)c2ccccc2C1=O	8	-0.8	3.9	11	-4	-2	·	0	·	0.1
41	CN1C2CCC1CC(NC(=O)CSCc1ccc(Cl)cc1Cl)C2 (configuration not stated)	-3	-1.0	1.1	-4	-5	2	-4	6	2.4	0.2
42	COc1ccc(NS(=O)(=O)c2ccc3c(c2)n(C)c(=O)n3C)cc1	-3	-0.6	0.9	1	-21	-1	0	-4	1.0	-1.1
43	CN(C)CCCn1c(N)c(C#N)c2nc(C#N)c(C#N)nc21	-1	1.4	4.6	-7	-26	-4	-2	4	-0.1	·
44	COc1ccc(N(CC(=O)NCc2ccc3c(c2)OCO3)C(=O)c2csnn2)cc1	27	0.7	2.5	10	9	-5	3	3	2.7	-3.6
45	O=C(O)c1cc(Cl)c2ccccc2c1O	4	1.1	3.4	33	-4	7	·	-7	3.9	0.1
46	O=C(CCS(=O)(=O)c1ccccc1Cl)NCc1ccc(F)cc1	-5	1.1	0.7	26	-9	-7	0	-1	2.4	-2.2
47	COc1ccc(OC)c(/C=N/NC(=O)C(O)c2ccccc2)c1 (configuration not stated)	-15	0.5	3.8	-23	-13	3	0	10	1.1	-0.3
48	Brc1ccccc1OCCCN1CCCCCC1	1	-0.1	-0.6	18	-23	1	·	5	4.6	-0.7

cpd	canonical_smiles	Rtt109 HAT inh	E coli growth	AddAB inh	PfHsp90 yeast 2	PvdQ inh	DAGLB inhibitor	Wnt bcat act	Tat export inh	phage Ecoli inh	CAL PDZ FP
49	CCOc1ccc(NC(=O)CSc2nnc(C3CC3)n2N)cc1	-3	-1.0	1.2	·	-2	3	0	4	·	-2.3
50	COC(=O)c1cccc(C(=O)N2CCCC(CNC(=O)c3ccccc3Cl)C2)c1 (configuration not stated)	1	0.4	-0.3	-5	1	-1	5	6	-0.8	-0.6
51	N#Cc1ccc(OCC(=O)OCC(=O)NCCC2=CCCCC2)cc1	9	-2.1	-1.3	3	-19	-3	-7	0	1.3	-1.1
52	COc1cccc(NC(=O)CN(C)C(=O)CCNC(=O)c2ccc(Br)cc2)c1	2	0.7	0.5	-7	3	-3	0	3	6.4	-0.9
53	O=C(NCCc1ccc(Cl)cc1)C1CCCN(S(=O)(=O)N2CCCCCC2)C1 (configuration not stated)	30	-0.8	0.2	-20	2	-2	0	0	2.2	-0.6
54	COc1ccc(N(CC(=O)NC2CC3CCC2C3)S(=O)(=O)c2ccc(C)cc2)cc1 (configuration not stated)	27	0.8	0.3	-2	-9	-3	-1	-2	1.8	-1.0
55	CC(C)c1nnc(SCC(=O)NCCC2=CCCCC2)n1N	-13	-0.7	0.3	0	-9	-3	·	19	1.3	·
56	Cc1cc(-c2ccccc2)n(-c2ccc(C(=O)NC(C)C)cc2)n1	-5	-2.9	2.1	·	-10	0	·	-1	0.1	-2.1
57	COc1ccccc1N1CCN(C(=O)CSc2nnnn2C2CC2)CC1	1	·	·	-53	-7	3	-2	-9	7.2	-1.0
